# Screening results from PubChem BioAssay.
# TNAP inh noacc = human TNAP enzyme inhibitors, primary screen, biochemical, luminescent, no phosphate acceptor, uHTS | AID 1012, 2008 | purified TNAP, CDP-star luminescence, 30 min | inhibition, % at 20 µM | 200,000 tested, 0.26% active;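 active means tissue-nonspecific alkaline phosphatase inhibition above about 50% at 20 µM in the single-dose screen, limit read from the data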;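 further: 0% = DMSO negative control and 100% = EDTA positive control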
# Target sequence (P05186 whole entry, looked up): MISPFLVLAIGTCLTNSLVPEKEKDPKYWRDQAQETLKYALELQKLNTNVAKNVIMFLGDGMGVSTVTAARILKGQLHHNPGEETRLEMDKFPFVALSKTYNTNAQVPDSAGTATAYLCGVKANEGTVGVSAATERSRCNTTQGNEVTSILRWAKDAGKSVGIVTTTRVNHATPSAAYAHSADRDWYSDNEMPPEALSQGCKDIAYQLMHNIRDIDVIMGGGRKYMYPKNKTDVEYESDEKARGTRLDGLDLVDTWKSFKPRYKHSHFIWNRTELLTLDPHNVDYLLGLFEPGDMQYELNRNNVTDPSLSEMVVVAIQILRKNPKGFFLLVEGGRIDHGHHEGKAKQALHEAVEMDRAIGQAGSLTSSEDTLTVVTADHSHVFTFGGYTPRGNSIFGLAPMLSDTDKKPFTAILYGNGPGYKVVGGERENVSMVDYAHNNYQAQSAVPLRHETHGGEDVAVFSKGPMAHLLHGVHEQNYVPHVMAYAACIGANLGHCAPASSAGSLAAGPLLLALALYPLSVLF
# HMGR II inh = inhibitors of E. faecalis class II HMGR, primary screen, biochemical, Enterococcus faecalis; HMG-CoA reductase (Enterococcus faecalis, mvaE); purified E. faecalis HMGR, NADPH absorbance 340 nm kinetic; inhibition, % at 10 µM; 190,000 tested, 0.41% active; AID 1066, 2008;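 active means inhibition above a set limit, the median over all tested compounds plus 3 SD, cut at about 9.5% in these data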;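 further: enzyme runs in reverse so mevalonate oxidation gives rising NADPH absorbance; 0% = complete reaction with DMSO and 100% = background rate lacking mevalonate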
# Diaph inh CS = diaphorase inhibitors and chemical oxidizers, primary screen, counter-screen for diaphorase-coupled primary assays, biochemical, uHTS, resorufin fluorescence; diaphorase resazurin-to-resorufin fluorescence, NADH, 16 min; bacterial (C. kluyveri) enzyme, not human; inhibition, % at 20 µM; 190,000 tested, 0.69% active; AID 1217, 2008;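 active means primary screen inhibition at 20 µM above a set limit, cut at about 50% in these data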;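 further: plate controls were DMSO with full reaction for no effect and wells lacking NADH for full effect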
#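 Test system: bacterial diaphorase enzyme (C. kluyveri); Quantity: 0.14 U/mL diaphorase, enzyme working solution; Times: reaction incubation of 16 min at room temperature; Measured by: fluorescence of resorufin formed from resazurin, Ex 544/Em 590 nm; Benchmarks: positive control minus NADH, DMSO neutral control.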
# G6PDH CS = L. mesenteroides G6PDH inhibitors, counter-screen for G6PDH-coupled screening assays, biochemical, Leuconostoc mesenteroides enzyme; Purified L. mesenteroides G6PDH, diaphorase/resazurin coupled fluorescence, 45 min; inhibition, % at 5 µM; 200,000 tested, 0.12% active; AID 1020, 2008; in the data active means inhibition above about 50%
# Diaph act CS = compounds boosting diaphorase resazurin reduction – biochemical, uHTS, resorufin fluorescence, counter-screen for diaphorase-coupled primary assays, primary screen | activation factor at 20 µM | 190,000 tested, 0.005% active | Diaphorase/resazurin coupled assay, 16 min; hits give high values; 1 = vehicle wells, 0 = NADH-free wells;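 active means diaphorase activity raised at least twofold by the compound at 20 µM; inactive means activation factor below 2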
#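 Assay system: bacterial diaphorase enzyme (C. kluyveri) / Input: enzyme 0.07 U/mL final / Medium: 50 mM HEPES pH 7.4 with 4.542 mM MgCl2, 0.005% Tween 20 / Doses: single compound dose of 20 µM, 1% DMSO final / Incubation: 16 min enzyme reaction, ambient temperature / Signal: fluorescence, excitation 544 nm and emission 590 nm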
# TNAP inh hi DEA = human TNAP enzyme inhibitors, primary screen, biochemical, luminescent, high phosphate acceptor level, uHTS. Alkaline phosphatase, tissue-nonspecific isozyme (Homo sapiens), P05186. purified TNAP, CDP-star luminescence, 1 M DEA. inhibition, % at 20 µM. 200,000 tested, 0.03% active;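 active means over 50% inhibition of tissue-nonspecific alkaline phosphatase at 20 µM in the single-dose screen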;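 further: plate controls were DMSO wells for no effect and EDTA-quenched wells as full inhibition for full effect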
# TNAP act hi DEA = TNAP activators at high phosphate acceptor level, primary screen, biochemical, luminescence, uHTS | purified TNAP, CDP-star luminescence, 1 M DEA, 30 min; hits give high values; 0 = EDTA background, 1 = DMSO-only activity | activation factor at 20 µM | 200,000 tested, under 10 active | Alkaline phosphatase, tissue-nonspecific isozyme (Homo sapiens), P05186;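 active means activation factor at least 2 at 20 µM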
#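 Dosing: 20 µM single point. System: human TNAP. Amount: TNAP 1/800 final. Incubation: 30 min, room temperature. Read-out: TNAP activation factor scaled between EDTA and DMSO control wells. Signal: luminescence from CDP-star hydrolysis. Medium: 1 M DEA, pH 9.8, Mg2+, Zn2+. Control set: EDTA negative control, DMSO positive control.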
# PMI activator = activators of human PMI, primary screen, biochemical, fluorescence intensity, near-Km mannose 6-phosphate; Mannose-6-phosphate isomerase (Homo sapiens), P34949; purified human PMI, coupled resazurin fluorescence, 20 min; hits give high values; 1 = vehicle control, 0 substrate-free wells; activation factor at 20 µM; 190,000 tested, 0.005% active;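 active means activation factor of 2 or more at 20 µM, relative to plate controls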
# FLuc act counter = FLuc activators, initial screening, artefact control for FLuc-dependent activation tests, biochemical, ATPlite luminescence. activation factor at 10 µM. 200,000 tested, under 10 active. AID 1027, 2008. ATPlite luciferase biochemical, 10 min; 0 = ATP-free wells, 1 = DMSO control;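 active means luciferase activation factor, scaled between plate controls, of at least 2 with compound at 10 µM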
# Target sequence (P08659 whole entry, looked up): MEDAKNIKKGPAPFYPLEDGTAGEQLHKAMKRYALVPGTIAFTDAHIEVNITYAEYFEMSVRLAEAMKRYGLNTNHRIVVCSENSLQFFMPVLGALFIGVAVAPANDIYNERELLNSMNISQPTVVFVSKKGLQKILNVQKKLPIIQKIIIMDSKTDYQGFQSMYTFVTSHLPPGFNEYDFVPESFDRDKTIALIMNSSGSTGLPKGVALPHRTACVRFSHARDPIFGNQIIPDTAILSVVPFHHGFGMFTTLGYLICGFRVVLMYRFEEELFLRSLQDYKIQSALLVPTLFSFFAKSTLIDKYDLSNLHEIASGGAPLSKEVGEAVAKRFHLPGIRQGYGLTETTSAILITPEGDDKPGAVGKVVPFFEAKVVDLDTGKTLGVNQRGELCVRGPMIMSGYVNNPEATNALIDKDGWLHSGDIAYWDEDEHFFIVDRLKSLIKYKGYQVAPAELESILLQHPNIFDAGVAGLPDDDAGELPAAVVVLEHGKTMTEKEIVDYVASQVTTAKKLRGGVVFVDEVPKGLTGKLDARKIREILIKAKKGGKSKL
#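 assay system = Luciferase/luciferin detection reagent, cell-free biochemical luciferase assay | also added = ATP substrate | times = 10 min post-reagent at room temperature | measured by = luminescence from luciferase reaction | measure = luciferase activation, seen as luminescence increase over controls | benchmarks = low control with PBS replacing ATP, high control enzyme plus ATP without compound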
# PMI act satM6P = human PMI activators, high substrate, primary screen, biochemical, fluorescence intensity, near-saturating mannose 6-phosphate. AID 1216, 2008. Mannose-6-phosphate isomerase (Homo sapiens), P34949. 190,000 tested, 0.34% active. activation factor at 20 µM. coupled PMI enzyme assay, resazurin fluorescence, 20 min; hits give high values; 1 = untreated enzyme, 0 = substrate-free blank;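 active means activation factor of 2 or more at 20 µM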
#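 Test system: human phosphomannose isomerase with PGI, G6PDH, diaphorase coupling enzymes; Amount: PMI at 15 ng/mL final; Reagent: Mannose-6-phosphate 1.0 mM (near-saturating) plus 0.22 mM NADP+; Timing: 20 min, room temperature; Technique: resorufin fluorescence at Ex 544/Em 590 nm; Dosing: 20 µM single dose.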
# Starred values were filed as active, the others as inactive; x = no result given.
SMILES,TNAP inh noacc,HMGR II inh,Diaph inh CS,G6PDH CS,Diaph act CS,TNAP inh hi DEA,TNAP act hi DEA,PMI activator,FLuc act counter,PMI act satM6P
Cc1cccc(OCCn2nc(C(=O)O)c3ccccc3c2=O)c1,-8,-1,6,3,0.9,1,1,0.9,1,1
COc1cc2cc(C)nc(Cc3cccc4ccccc34)c2cc1OC,-15,3,23,0,0.8,-8,1.1,0.9,1,1
N#Cc1c(Nc2ccccc2)sc(C(=O)c2ccc(F)cc2)c1N,5,1,16,7,0.8,1,1,1.1,1,1
Cc1ccc(C2NC(=S)NC3=C2N2CCC3CC2)cc1 (stereo not drawn),0,-2,2,6,1,0,1,1,1,1
CCN1/C(=C2\C(=O)N(C)C(=S)N2C)C=Cc2cc(OC)ccc21,35,-3,17,-9,0.8,21,0.8,0.8,0.9,0.9
CCOC(=O)c1ccc(NC(=S)NCCC2=CCCCC2)cc1,-7,0,7,-9,0.9,-6,1.1,1,1,1
Cc1ccc(/C=C/C(=O)N2CC(C)CC(C)C2)o1 (stereo not drawn),-5,1,16,4,0.8,-5,1,1,1.1,0.8
COC(CNC(=O)c1c[nH]c2ccc(S(=O)(=O)N3CCC4(CC3)OCCO4)cc2c1=O)OC,-14,0,23,-4,0.8,-5,1.1,1,1,0.9
Cc1ccccc1NC(=O)CSCc1nc(N)nc(Nc2ccccc2C)n1,-12,-7,9,4,0.9,3,1,0.9,1,0.8
O=C(Nc1ccc(Cl)cc1)c1csc(Cc2ccccc2)n1,-2,-2,19,12,0.8,0,1,0.9,0.8,0.8
CCN(c1ccc(F)cc1)S(=O)(=O)c1ccc2[nH]cc(C(=O)NCCCN3CCOCC3)c(=O)c2c1,-8,2,10,2,0.9,-2,1,1,1,1.1
COc1ccccc1[C@@H]1C(c2cccc(Cl)c2)=NN(c2ccc(Br)cc2)[C@H]1C(=O)N1CCOC1=O,-12,-2,18,17,0.8,-1,1,0.8,1,0.9
Cc1ccc(NC(=O)C(NC2CCCc3ccccc32)c2ccccc2)cc1Cl (stereo not drawn),2,-4,8,-4,0.9,-4,1,1.1,1,1.1
CCn1c2ccccc2c2cc(/C=N/NC(=O)c3ccccc3)ccc21,-29,-4,11,1,0.9,-2,1,1,1,1
Cc1cc(Cl)ccc1Oc1nc(-c2ccc(F)cc2)ccc1C#N,-12,1,-2,12,1,-5,1,1,1,0.9
O=C(C[n+]1cn(C(F)F)c2ccccc21)c1ccc(Br)cc1,-4,-3,-5,-6,1,-5,1,1.2,1,1.1
S=C(NCc1ccco1)N1CCN(c2ccccc2Cl)CC1,-12,1,3,2,1,-3,1,1,1.1,1
CCn1c(C)cc2c(c1=O)C(c1ccncc1)C(C#N)=C(N)O2 (stereo not drawn),-7,2,13,-6,0.9,-1,1,0.9,1,0.9
CSC(SC)=C(C(C)=O)C(=O)c1ccc(C)cc1,-2,0,5,1,1,-3,1,1.1,1.1,1.2
O=C(C1CCCN(CCCc2ccccc2)C1)N1CCCCCC1 (stereo not drawn),-5,2,13,5,0.9,2,1,1.1,1,1
O=C(Cc1ccccc1)Nc1nnc(SCC(=O)NC2CCCC2)s1,-8,-4,4,5,1,0,1,1,1,1
O=C(Nc1cccc2c1CCCC2)c1ccc(Cl)c([N+](=O)[O-])c1,-1,1,22,-5,0.8,-4,1,0.9,1.2,0.9
Cc1noc(C(=O)NCc2ccco2)c1Cl,-11,-6,4,-3,1,-2,1,1.1,1.1,1.2
CCC1CCCCN1C(=O)COc1cccc2c1CCN(C)C2=O (stereo not drawn),4,-4,1,-4,1,2,1,1,1,1
O=C(NCc1ccc2c(c1)OCO2)c1cccnc1Cl,-9,2,10,0,0.9,-3,1,0.9,1,0.9
CCCN1C(=O)/C(=C/C=C2\N(CC)c3ccccc3C2(C)C)SC1=S,40,5,19,1,0.8,45,0.6,0.9,1,0.9
Cc1sc2ncnc(OCC(=O)N3CC(=O)Nc4ccccc43)c2c1C,-5,-6,-15,0,1.1,-1,1,1.2,1,1.1
COc1cc2cccc(OC)c(=O)c2c(O)c1OC,11,1,14,7,0.9,1,1,0.9,0.9,1
Cc1cc(C)cc(OCC(=O)Nc2cccc(-c3nc4ncccc4o3)c2)c1,-13,-2,16,-2,0.8,-5,1,1,1,1
CCCn1c(SCC(=O)NCc2ccco2)nnc1C(C)C,-5,4,-1,9,1,-7,1.1,0.9,1,0.9
Cc1ccc(OC(C)C(=O)N2CCCc3ccccc32)cc1 (stereo not drawn),-8,-4,9,-2,0.9,-1,1,0.9,1,0.9
COc1cc(NS(=O)(=O)c2ccc(NC(C)=O)cc2)nc(OC)n1,-10,2,19,3,0.8,-4,1,1,1.1,1
Cn1c(-c2sc3cc(C(F)(F)F)cnc3c2-c2cccs2)n[nH]c1=S,-20,-6,33,11,0.7,-1,1,0.9,1,0.9
C[C@@H](NC(=O)c1nc[nH]c1C(=O)N[C@@H](CCCCNC(=O)OC(C)(C)C)C(=O)OC(C)(C)C)c1ccccc1,-10,-5,25,3,0.7,-5,1.1,0.8,1,0.8
CCN(CC)c1ccc(/C=N/NC(=O)Cc2cccs2)c(O)c1,-12,-1,36,-1,0.6,4,1,0.9,1,0.8
Cc1cc(C)n(-c2ccc(C(=O)OCC(=O)Nc3ccc(Cl)cc3[N+](=O)[O-])cc2)n1,-81,5,4,-19,1,4,1,0.9,1,1
O=C(c1ccc(-c2ccc([N+](=O)[O-])cc2)o1)N1CCCCC1,-1,-3,23,12,0.8,3,1,0.8,0.8,0.8
N#Cc1c(Nc2ccc(F)cc2)sc(C(=O)c2ccc(F)cc2)c1N,-8,x,12,16,0.9,-3,1,1.1,1,1.1
C=CCSc1nc2c(cc1C#N)CCC2,1,-5,4,-1,1,7,0.9,1,0.9,1
O=C(CSc1nc2ccccc2n1S(=O)(=O)c1ccccc1)N1CCCCC1,-6,-5,11,6,0.9,-6,1.1,0.9,1,0.9
CC(C)(C)NS(=O)(=O)c1ccc(/C=C/C(=O)O)cc1,-9,-1,-3,13,1,-4,1,1.1,1,1
O=C(c1cccc([N+](=O)[O-])c1)N1CCN(C(=O)c2ccco2)CC1,-10,-1,7,1,0.9,-4,1,0.9,1,0.9
Cc1nnsc1C(=O)Nc1cccc(Cl)c1Cl,-7,-7,4,2,1,-5,1.1,1.1,1.1,1
CCc1cc(OCCCSc2nc(C)cc(=O)[nH]2)ccc1Cl,0,1,4,9,1,-5,1,0.9,1,1
COc1ccc(C(=O)Nc2ccc(S(=O)(=O)NC(C)C)cc2)cc1,-4,-1,7,2,0.9,4,1,1,1,1

# Entries of single compounds, quoted from the list. Order of values: TNAP inh noacc, HMGR II inh, Diaph inh CS, G6PDH CS, Diaph act CS, TNAP inh hi DEA, TNAP act hi DEA, PMI activator, FLuc act counter, PMI act satM6P
# O=C(CSc1nc2ccccc2n1S(=O)(=O)c1ccccc1)N1CCCCC1 across the screens: -6, -5, 11, 6, 0.9, -6, 1.1, 0.9, 1, 0.9
# C=CCSc1nc2c(cc1C#N)CCC2 across the screens: 1, -5, 4, -1, 1, 7, 0.9, 1, 0.9, 1
# COc1cc(NS(=O)(=O)c2ccc(NC(C)=O)cc2)nc(OC)n1 across the screens: -10, 2, 19, 3, 0.8, -4, 1, 1, 1.1, 1

# (next part)
SMILES,TNAP inh noacc,HMGR II inh,Diaph inh CS,G6PDH CS,Diaph act CS,TNAP inh hi DEA,TNAP act hi DEA,PMI activator,FLuc act counter,PMI act satM6P
O=C(O)Cn1nc(C(F)(F)F)c2c1CCCC2,-1,-4,-6,4,1.1,0,1,1.1,1,1
COC(=O)c1n[nH]nc1-c1ccccc1,-5,3,12,4,0.9,-2,1,1,1,1
COc1ccc(NS(=O)(=O)c2cccc(N/C(=N\S(=O)(=O)c3ccccc3)c3ccc(F)cc3)c2)cc1,-10,-5,27,12,0.7,-9,1.1,0.8,1,0.8
COc1ccc(Nc2nc(N)nc(CN3CCc4ccccc4C3)n2)cc1,-10,3,30,3,0.7,-8,1.1,1,1.1,0.8
Cc1ccc(C(=O)NNC(=O)C2CCN(S(=O)(=O)c3ccc(Cl)cc3)CC2)cc1,-50,-1,14,5,0.9,-1,1,0.9,1,1
COc1ccc(NC(=O)CC2C(=O)N(Cc3ccco3)C(=S)N2C(C)C)cc1 (stereo not drawn),-12,-4,4,4,1,-3,1,1,1,1
COc1ccccc1NC(=O)N(c1c(N)n(Cc2ccccc2)c(=O)[nH]c1=O)C1CCCC1,-10,3,18,8,0.8,-9,1.1,1,1.1,1
N#Cc1ccc(C(=O)Nc2cc(S(=O)(=O)Nc3ccc(Cl)cc3)ccc2N2CCCCC2)cc1,-8,-2,17,0,0.8,4,1,0.8,1.1,1
c1ccc2c(c1)OCC(c1nnc3n1-c1ccccc1SC3)O2 (stereo not drawn),-22,-1,19,-1,0.8,-8,1.1,1,1,1
CCOc1ccc(NC(=O)CN(C)S(=O)(=O)c2cnc[nH]2)cc1,-9,-1,8,-6,0.9,0,1,1.1,1,1
CCCCN1CC(O)=C(c2nc3ccccc3s2)C1=N,-19,4,11,1,0.9,-5,1,1,1,1.1
CCOC(=O)C1=C(C)Nc2ncnn2C1c1c[nH]c2ccccc12 (stereo not drawn),-7,-8,9,9,0.9,-2,1,0.9,1,1
